VEEV TC-83 Vero = inhibitors of VEEV TC-83 cytopathic effect, confirmation, Vero cells (AID 588727). 350,000 tested, 0.13% active. one-dose inhibition, % at 20 µM; IC50 in µM for titrated hits. Vero cells, VEEV TC-83 cytopathic effect inhibition; higher % means a stronger effect; in the data active means a potency from the dose series; inconclusive means inhibition mostly from about 14% at the one dose, without a potency; inactive means the rest, 99 in 100 with inhibition below about 12%; further: strong numbers were not always called active
Salmonella PhoP GFP = PhoP regulon inhibitors, Salmonella typhi PhoP promoter GFP reporter, confirmatory (AID 1850); Salmonella Typhi PhoP-promoter GFP reporter, fluorescence, 4 h; higher % means a stronger effect; inhibition, % at 50 µM, or IC50 in µM where a hit was titrated; 310,000 tested, 0.33% active; in the data active means a potency from the dose series; inconclusive means inhibition mostly from about 25% at the one dose, without a potency; inactive means the rest, 99 in 100 with inhibition below about 19%;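 further: 0% = induced wells with vehicle and 100% = uninduced wells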
H37Rv inhibition = M. tuberculosis growth inhibition, HTS (AID 449762) | M. tuberculosis H37Rv growth inhibition, 7H9 media; higher % means a stronger effect | inhibition, % at 25 µM; hits with a dose series show IC50 in µM | 330,000 tested, 0.59% active; in the data active means a potency from the dose series; inconclusive means inhibition above about 70% without an active follow-up result;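 further: bacterial growth assessed after seven days of incubation; strong numbers were not always called active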
tuberculosis growth = growth inhibition of non-replicating M. tuberculosis (AID 488890). Mycobacterium tuberculosis non-replicating, growth inhibition; higher % means a stronger effect. inhibition, % at 25 µM; hits with a dose series show IC50 in µM. 320,000 tested, 0.39% active; in the data active means a potency from the dose series; inconclusive means inhibition mostly from about 82% at the one dose, without a potency; inactive means the rest, 99 in 100 with inhibition below about 76%;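 further: plate controls were DMSO cells for no effect and high antibiotic wells for full effect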
influenza NS1A = H1N1 influenza NS1A inhibitors, functional cell based assay (AID 504329); 340,000 tested, 0.3% active; NS1A functional cell-based assay, percent inhibition; higher % means a stronger effect; inhibition, % at 12.5 µM; hits with a dose series show IC50 in µM; in the data active means a potency from the dose series; inconclusive means inhibition above about 27% without an active follow-up result; further: strong numbers were not always called active
VEEV TC-83 Vero 10K pilot screen = also measured in VEEV TC-83 Vero; calls as there; inhibition, %; measured here: 10K pilot screen inhibition
* = called active by the depositor; i = inactive; ? = inconclusive; · = no result given. This is a random part of the collection; 1.5% or so of the library scored in one or more.

SMILES	VEEV TC-83 Vero	Salmonella PhoP GFP	H37Rv inhibition	tuberculosis growth	influenza NS1A	others
C#CC(CC)(CC)NC(=S)Nc1cccc(C(C)=O)c1	3.1%	-14%	14%	34%	7%
C=CCON1C(=O)C(=O)N(OCC=C)[C@H]2CCCC[C@H]21	i	4%	6%	-1%	·
Cc1cc2[nH]c3c(c[n+](C)c4ccccc34)c2cc1C	i	-7%	8.6µM*	?	16%
CCC(C)NCC(=O)Nc1sc2c(c1C(N)=O)CCC2 (centres undefined)	1.5%	10%	1%	62%	7%
c1ccc(COc2cncc(-c3cccnc3)c2)cc1	1.3%	·	14%	41%	9%
Cn1nc(C(F)(F)F)c(-c2ccc(Br)cc2)c1NC(=O)C1CCC1C(=O)O (centres undefined)	1.2%	4%	8%	1%	·
Cc1cc(C(C)(C)C)ccc1OCCn1ccnc1	0.1%	-1%	?	?	-8%
Nc1ccccc1NC1=CC(=O)CC(c2ccccc2)C1 (centres undefined)	·	1%	3%	14%	·
O=C(CN1C(=O)CC(c2ccccc2)=Nc2ccccc21)NCc1ccccc1	8.7%	-32%	1%	3%	1%
O=C(CNc1cccc([N+](=O)[O-])c1)NC(=O)NC1CCCCC1	0.7%	·	-3%	18%	-14%
Cc1cccc(NC(=O)c2cnn(-c3ccc(F)cc3)c2C2CCNCC2)c1C	i	1%	47%	0%	1%
CCOC(=O)c1sc(NC(=O)COC(=O)CNC(=O)c2ccco2)c(C(=O)OCC)c1C	5.2%	-7%	-9%	-5%	1%
O=C(NCc1cc2ccccc2[nH]1)C1CCC(=O)N(CCCN2CCCC2=O)C1 (centres undefined)	1.0%	-11%	-6%	12%	4%
O=C(NC(CO)Cc1ccccc1)c1ccccc1 (centres undefined)	1.2%	-20%	1%	-12%	-5%
COc1ccc(OC)c(NC(=O)CCc2nnc3ccc(N4CCC(C)CC4)nn23)c1	1.3%	5%	3%	16%	6%
CCCOc1cccc(C(=O)NC(=S)Nc2cccc(C(F)(F)F)c2)c1	3.3%	0%	5%	78%	-5%
CCS(=O)(=O)n1nc(-c2ccc(OC)cc2)nc1SC	0.3%	15%	-3%	3%	-5%
CCn1c(SCC(=O)N2CCCc3ccccc32)nnc1-c1c[nH]c2ccccc12	11%	-7%	-2%	50%	-18%
C=C(Cl)COc1ccc2c(CCCC)cc(=O)oc2c1	1.0%	-3%	2%	38%	-4%
CCOc1ccc(CCNC(=O)CCNS(=O)(=O)c2ccc3c(c2)CCN3C(C)=O)cc1OCC	1.3%	9%	1%	-3%	-6%

Reprinted from the part before: two entries, then new ones.
SMILES	VEEV TC-83 Vero	Salmonella PhoP GFP	H37Rv inhibition	tuberculosis growth	influenza NS1A	others
C=C(Cl)COc1ccc2c(CCCC)cc(=O)oc2c1	1.0%	-3%	2%	38%	-4%
CCOc1ccc(CCNC(=O)CCNS(=O)(=O)c2ccc3c(c2)CCN3C(C)=O)cc1OCC	1.3%	9%	1%	-3%	-6%
Cc1cc(C)c(C#N)c(SCc2nc3ccccc3[nH]2)n1	7.3%	4%	1%	4%	-4%
CCOC(=O)Cn1c(-c2nonc2NC(=O)c2ccccc2F)nc2ccccc21	0.98µM*	-14%	2%	10%	0%
NS(=O)(=O)c1ccc(CCNC(=O)C2CCCO2)cc1 (centres undefined)	i	-7%	-3%	2%	-2%
Cc1ccccc1OCC(=O)OCC(=O)NCC1CCCCC1	0.8%	·	3%	25%	-5%
COc1ccc(CCNC(=O)c2ccc(N(C)S(=O)(=O)c3ccccc3)cc2)cc1	1.6%	16%	6%	20%	2%
COc1ccccc1NC(=O)CSc1nnc(CC(=O)Nc2ccccc2)n1C	0.4%	-10%	-1%	7%	7%	VEEV TC-83 Vero 10K pilot screen=2.1
O=C(CN(C(=O)c1csnn1)c1cccc2ccccc12)NC1CCCC1	0.7%	18%	-1%	-2%	-2%
CCOc1cc(C)c(-c2onc(C(F)(F)F)c2-c2csc(C)n2)c(O)c1	i	-8%	3%	6%	7%	VEEV TC-83 Vero 10K pilot screen=0.6
O=C1c2nc3cc(-c4ccccc4)[nH]n3c(=O)c2CN1Cc1ccccc1	·	0%	-4%	22%	·
CC(C)NC(=O)C1CCN(C(=O)N(C)C)CC1	i	-13%	-5%	-7%	-2%
COc1ccc(-n2nc(C(=O)NCC(=O)N(C)Cc3ccccc3)c3ccccc3c2=O)cc1OC	12%	9%	4%	14%	1%
CCCc1nc2c(o1)CC(CC(C)SCC)CC2=O (centres undefined)	i	-11%	2%	2%	4%
CCC(C)/C(C)=N/NC(=O)c1cn(-c2ccccc2)nc1-c1ccccc1 (centres undefined)	0.9%	1%	9%	-15%	3%
COc1ccc(/C=N/n2c(-c3ccco3)nc3ccccc3c2=O)cc1	i	-6%	3%	17%	4%
O=C(Nc1ccc(N2CCN(C(=O)c3ccccc3)CC2)cc1)c1ccc([N+](=O)[O-])o1	i	·	·	·	14%
COc1ccc(CCNC(=O)CSCc2ccc(F)cc2)cc1OC	1.3%	-9%	-1%	11%	0%
CCCCN(C)CCN1C(=O)C2C(C(=O)Nc3ccc(Cl)cc3)C3C=CC2(O3)C1C(=O)NC1CCCCC1 (centres undefined)	i	-12%	3%	20%	-8%
COc1ccc(-c2cc3cc(OC)c(OC)cc3cn2)cc1OC	0.4%	-27%	2%	8%	-15%
CC(C)CN1CCN(Cc2nc(C(C)C)cs2)CC1CCO (centres undefined)	0.0%	1%	-18%	4%	-10%
CCc1nnc(N2C(=O)c3ccccc3C2(O)c2ccccc2)s1 (centres undefined)	0.5%	1%	-2%	-2%	-18%

Brought forward from above: five compounds; new compounds follow.
SMILES	VEEV TC-83 Vero	Salmonella PhoP GFP	H37Rv inhibition	tuberculosis growth	influenza NS1A	others
COc1ccc(CCNC(=O)CSCc2ccc(F)cc2)cc1OC	1.3%	-9%	-1%	11%	0%
CCCCN(C)CCN1C(=O)C2C(C(=O)Nc3ccc(Cl)cc3)C3C=CC2(O3)C1C(=O)NC1CCCCC1 (centres undefined)	i	-12%	3%	20%	-8%
COc1ccc(-c2cc3cc(OC)c(OC)cc3cn2)cc1OC	0.4%	-27%	2%	8%	-15%
CC(C)CN1CCN(Cc2nc(C(C)C)cs2)CC1CCO (centres undefined)	0.0%	1%	-18%	4%	-10%
CCc1nnc(N2C(=O)c3ccccc3C2(O)c2ccccc2)s1 (centres undefined)	0.5%	1%	-2%	-2%	-18%
COc1ccc(Cl)cc1C(=O)CSc1nnnn1C	1.4%	11%	0%	-2%	4%
CN(C)CCCNc1c2ccccc2nc2ccccc12	i	35µM*	2%	55%	-1%
CCCCCn1c(=O)c(C(=O)Nc2nc(CC(=O)OCC)cs2)c(O)c2ccccc21	2.6%	-19%	?	2.4µM*	-16%
C=CCN(c1ccc(C(=O)Nc2ccc(NC(C)=O)cc2)cc1)S(C)(=O)=O	0.2%	0%	1%	-7%	-1%
CCc1ccc(-n2c(=O)c3ccccc3n(CC(=O)NCc3ccco3)c2=O)cc1	1.1%	3%	6%	-4%	10%
COC(=O)Cc1c(C)nc2nc(NCc3ccccc3OC)[nH]n2c1=O	i	-3%	5%	-21%	-17%
COc1ccc(Nc2ccc(N3C(=O)CC(C)C3=O)cc2[N+](=O)[O-])cn1 (centres undefined)	0.1%	-2%	2%	-5%	7%
Cc1ccc(/C=N/n2c(-c3ccncc3)n[nH]c2=S)cc1	2.1%	·	·	·	-11%
COc1ccccc1NS(=O)(=O)c1cc(NC(=O)C2=NNC(=O)CC2)ccc1C	i	·	-10%	-7%	-6%
O=S(=O)(c1cccc(C(F)(F)F)c1)N1CCCC1c1cccnc1 (centres undefined)	1.6%	0%	-9%	12%	-1%
Cc1cnn(C(=S)NCCc2ccccc2)c1	2.8%	4%	5%	?	0%
O=C(CCSc1ccccc1)N1CCN(C(=O)c2ccco2)CC1	i	3%	-2%	1%	-3%
COc1ccc(-c2[nH]ncc2C=O)cc1OC	0.6%	4%	-7%	-29%	-4%
CC(C)(C)c1cnnn1-c1ccc(NC(=O)c2ccc3c(c2)OCO3)cc1	i	-3%	19%	24%	0%
Cn1nnnc1SCC(=O)Nc1sccc1C(N)=O	2.1%	·	5%	-7%	-4%
Cc1c(C(=O)O)sc(=S)n1-c1ccccc1	1.3%	8%	2%	-12%	-17%
CCc1ccc2c(CN3CCc4cc(OC)c(OC)cc4C3)cc(=O)oc2c1	i	5%	-3%	-5%	-2%
O=C(O)/C=C/C(=O)NCCCc1ccccc1	0.9%	-15%	-2%	19%	0%
O=C(COC(=O)/C=C/c1ccc(Cl)cc1)NC(=O)NCc1ccccc1	8.2%	·	3%	-9%	11%
COc1ccc2cc3c(N)nn(C(=O)Cc4c[nH]c5ccccc45)c3nc2c1	6.0%	-1%	-5%	13%	19%
Cc1cc(C)c(-n2nnnc2SCC(=O)c2cccs2)c(C)c1	4.2%	2%	10%	33%	-2%
CN(C(=O)c1cccc(NC(=O)Cc2ccc(NC(=O)C3CCN(C(=O)c4ccccc4)CC3)cc2)c1)C1CCCC1	1.5%	·	·	·	3%
COc1ccc(CC/C(=N\O)C2(O)CCCCC2)cc1	i	-5%	5%	-3%	-13%
CCCCCN(C(=O)CCC(=O)OCC(=O)Nc1cccc(SC)c1)c1c(N)n(CCCC)c(=O)[nH]c1=O	4.5%	8%	26%	20%	0%
COc1ccccc1CCC(=O)N(C)C1CCCN(Cc2ccccc2F)C1 (centres undefined)	0.8%	5%	-9%	?	0%
COc1cc(SC)ccc1C(=O)Nc1ccccc1	1.4%	3%	-7%	4%	6%
COc1cccc(CNC(=O)CN2CCC(c3nc4ccc(C)cc4[nH]3)CC2)c1	0.7%	11%	-2%	·	5%
CC(C)(O)[C@@H]1CC(=O)[C@]2(C)[C@H](CC[C@@]3(C)[C@H](c4ccoc4)OC(=O)[C@H]4O[C@]432)[C@@]1(C)/C=C\C(=O)O	0.3%	·	-13%	-4%	6%
NS(=O)(=O)c1ccc(NC(=O)COC(=O)c2cn(-c3ccccc3)nc2-c2ccc(F)cc2)cc1	0.3%	-7%	5%	12%	-4%
N#Cc1ccccc1NC(=S)Nc1ccc(F)cc1	0.3%	-1%	-6%	-2%	6%	VEEV TC-83 Vero 10K pilot screen=0.0
COC(=O)/C(N=Nc1c(C)n(C)n(-c2ccccc2)c1=O)=C(\C)O	0.1%	1%	6%	-15%	8%	VEEV TC-83 Vero 10K pilot screen=1.1
Cc1cccc(CNC(=O)C2CCC(=O)N(C3CCCCCC3)C2)c1 (centres undefined)	2.1%	2%	11%	15%	-4%
COc1ccccc1C(=O)NC(=S)Nc1ccc(NC(=O)c2ccco2)cc1	1.1%	-3%	6%	-11%	-4%
Cc1nc2ccccc2c(=O)n1/N=C/c1cc(Br)ccc1O	0.8%	-11%	-1%	61%	-6%
Cc1nc2ccccn2c1-c1ccnc(=S)[nH]1	11%	-5%	3%	-18%	-22%
CCN(CC)C(=O)CC(c1cc(OC)c(OC)c(OC)c1)c1c(OC)cc(OC)c2c(-c3ccccc3)cc(=O)oc12 (centres undefined)	1.3%	-10%	8%	25%	-11%
COC(=O)c1c[nH]n2c(=O)cc(C)nc12	0.7%	2%	-8%	12%	2%
Cc1ccc(CN2C(=O)CCC2C(=O)NCCN2CCOCC2)cc1 (centres undefined)	1.4%	-4%	-3%	-9%	-15%
Cc1ccc(C)c(N2CCN(C(=O)CCCn3c(=O)c4cccn4c4cccnc43)CC2)c1	6.9%	0%	18%	38%	10%
Cn1c(N)c(C(=O)CSc2nnc(-c3c[nH]c4ccccc34)n2C2CC2)c(=O)[nH]c1=O	2.6%	·	-5%	6%	-10%
CCN(CC)CCOc1ccc2c(c1)C(=NNC(=O)c1ccccn1)c1cc(OCCN(CC)CC)ccc1-2	i	0%	?	?	14µM*
O=C(Nc1ccccc1)NC1(C(=O)NCc2ccc3c(c2)OCO3)CCCCC1	2.5%	14%	-2%	6%	1%
COc1ccc(-c2nc3ccc(C(=O)N4CCC5(CC4)OCCO5)cc3nc2-c2ccc(OC)cc2)cc1	0.6%	-22%	?	27%	-19%
COc1cc(-c2nnc(-c3ccncc3)o2)ccc1OCc1ccccc1	6.6%	6%	-7%	19%	0%
Cc1ccc(NC(=O)c2ccc(CSc3nnc(C)s3)cc2)cc1	3.5%	-5%	?	?	4%
Cc1nc(Cc2nnc(SCC(=O)Nc3c(C)cccc3C)o2)cs1	3.2%	-1%	0%	-10%	11%
CN(C)CCCNc1nc2sc3c(c2c(=O)n1CCc1ccccc1)CCCCC3	?	2%	?	i	7%

High-throughput results (PubChem)
